Vif-APOBEC3G blk: Vif-A3G binding inhibition; Q9HC16; hit rate 0.076% among 410,000; Potency, µM (series often up to 46.1 µM), for the others: at the top dose activity, negative = active, hits mostly inhibitors; HeLa A3G-eYFP + Vif (tagged APOBEC3G with the HIV-1 protein that degrades it), YFP fluorescence, overnight; AID 602310;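 also: potency is read from the fitted curve at half-maximal effect; % is scaled to controls: 0 for no effect and ±100 for the full control effect; nearly all actives have a fitted effect of over 60% in size; hits raise eYFP signal because A3G escapes Vif-driven loss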
Target sequence (Q9HC16 whole entry, looked up): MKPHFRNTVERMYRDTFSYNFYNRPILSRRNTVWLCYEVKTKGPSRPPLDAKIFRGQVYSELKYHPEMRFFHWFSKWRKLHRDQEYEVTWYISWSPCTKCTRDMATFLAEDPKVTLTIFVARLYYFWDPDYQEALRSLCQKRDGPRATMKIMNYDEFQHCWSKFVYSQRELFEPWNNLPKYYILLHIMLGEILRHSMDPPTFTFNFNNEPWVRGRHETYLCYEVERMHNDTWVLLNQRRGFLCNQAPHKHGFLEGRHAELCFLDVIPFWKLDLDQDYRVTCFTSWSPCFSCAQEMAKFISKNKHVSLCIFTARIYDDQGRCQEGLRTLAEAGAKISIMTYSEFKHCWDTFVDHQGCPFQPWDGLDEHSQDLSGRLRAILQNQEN
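HeLa cells stably expressing Vif and C-terminally eYFP-tagged A3G, seeded overnight at 37 deg C, then exposed to compound by pintool overnight at 37 deg C. Rise in yellow fluorescence (Ex 488/Em 500-530, Acumen) marks blocked Vif-driven A3G degradation.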
Vif-A3F inh: Vif-A3F binding inhibition | HeLa A3F-eYFP + Vif (tagged APOBEC3F with the HIV-1 protein that degrades it), YFP fluorescence increase | Potency, µM (doses to about 46.1 µM), for inactives: top-dose activity, negative = active | hit rate 0.2% among 390,000 | AID 602313; also: potency is read from the fitted curve at half-maximal effect; % of control where 0% means no effect; nearly all actives have a fitted effect of over 65% in size
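HeLa cells stably expressing Vif plus C-terminally eYFP-tagged A3F were seeded, incubated overnight at 37 deg C, dosed with compound, incubated overnight again at 37 deg C. Yellow fluorescence (Ex 488/Em 500-530) reported blocked Vif-mediated A3F-eYFP degradation.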
PI4K2A inh: inhibitors of human PI4K2A; activity change, negative = inhibition, % at 76.9 µM; hit rate 0.13% among 420,000; Q9BTU6; purified PI4K2A, ADP-Glo luminescence, 1 h; stronger effect = lower value; in the data active = activity change below about -50%; inconclusive = mostly about -30% to -49%;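 also: -100% = wells without enzyme as full effect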
Target sequence (Q9BTU6 whole entry, looked up): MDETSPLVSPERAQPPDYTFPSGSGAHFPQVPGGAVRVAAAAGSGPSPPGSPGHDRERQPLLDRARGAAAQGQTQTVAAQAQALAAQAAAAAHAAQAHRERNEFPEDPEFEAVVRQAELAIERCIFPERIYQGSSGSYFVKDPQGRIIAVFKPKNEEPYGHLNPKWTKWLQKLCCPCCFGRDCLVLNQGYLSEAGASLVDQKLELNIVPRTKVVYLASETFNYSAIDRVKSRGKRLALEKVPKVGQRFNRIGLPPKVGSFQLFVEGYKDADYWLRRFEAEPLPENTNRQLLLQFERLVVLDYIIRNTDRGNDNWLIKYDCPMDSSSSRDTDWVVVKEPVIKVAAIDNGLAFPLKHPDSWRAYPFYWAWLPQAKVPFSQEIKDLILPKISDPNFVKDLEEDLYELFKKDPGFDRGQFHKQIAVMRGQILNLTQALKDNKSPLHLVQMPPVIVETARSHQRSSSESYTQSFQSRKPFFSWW
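Compounds are screened against recombinant PI4K2A using PI as substrate and ATP, the latter dispensed at 300 microM. Reactions run one hour at ambient temperature before ADP-Glo detection; full inhibition defined by wells lacking enzyme.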
LDHA inh: blocks human lactate dehydrogenase A. P00338. purified LDHA, NADH/diaphorase-resazurin fluorescence; stronger effect = lower value. activity change, % (values are at about 110 or 230 µM). hit rate 0.15% among 480,000; in the data active = activity change below about -30%; inconclusive = mostly about -25% to -30%;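 also: plate controls were DMSO wells for no effect and wells without enzyme for full effect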
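LDH5 2 nM; NADH 0.06 mM, pyruvate 0.2 mM; 200 mM Tris pH 7.4, EDTA, Tween-20; 5 min RT. Detection: diaphorase 0.133 mg/mL + resazurin 37 µM, fluorescence ex540/em590 at 0 and 20 min; normalized to enzyme-free and DMSO wells.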
Glioma ERSR ind: inducers of ER stress response in human glioma cells; U87-MG GRP78 promoter luciferase reporter, 16 h; Potency, µM, inactives show at the top dose activation, most hits filed as activators; hit rate 0.02% among 420,000; AID 602332; also: potency is read from the fitted curve at half-maximal effect; series mostly up to about 76 µM; % of control where 0% means no effect; nearly all actives have a fitted effect of over 35% in size
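ERSR induction read as luciferase luminescence (Bright-Glo, 10 min at room temperature) in stably transfected human U87-MG glioma cells exposed to compounds for 16 h, using GRP78 as sensor.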
IDH1 R132H inh: inhibitors of human mutant IDH1 R132H; O75874; IDH1-R132H enzyme, NADPH consumption, diaphorase/resazurin fluorescence; Potency, µM (top dose mostly 76.6 µM), for the others: at the highest dose activity change, negative = inhibition, actives largely listed as inhibitors; hit rate 0.093% among 390,000; AID 602179; also: potency is read from the fitted curve at half-maximal effect; % is scaled to controls: 0 for no effect and ±100 for the full control effect; nearly all actives have a fitted effect of over 65% in size
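IDH1-R132H (0.5 ug/mL dispensed) in pH 7.5 Tris buffer was preincubated 30 min with compound, then given a substrate mix of 0.016 mM NADPH and 2 mM alpha-KG for 80 min at room temperature; remaining NADPH was read by diaphorase/resazurin fluorescence.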
TrxR1 substrate: substrates of rat thioredoxin reductase 1. Potency, µM (top dose mostly 114 µM), for the others: at the top dose activity change, negative = substrate turnover. hit rate 0.01% among 390,000. O89049. purified TrxR1 substrate turnover, NADPH consumption readout; also: potency is read from the fitted curve at half-maximal effect; % is scaled to controls: 0 for no effect and ±100 for the full control effect; nearly all actives have a fitted effect of over 50% in size
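Rat TrxR1, dispensed at 90 nM, was prereduced with 400 uM NADPH (final) for 5 min at ~22 deg C, then incubated with compound 15 min before 400 uM selenite. A first-read NADPH fluorescence drop versus no-compound background flagged substrates.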
USP1 inh: USP1/UAF1 (human) deubiquitinase inhibition | Potency, µM (titrated, usually from 57.1 µM), without a hit: top-dose activity change, negative = inhibition, usual class: inhibitors | recombinant USP1/UAF1, Ub-Rhodamine cleavage fluorescence | hit rate 0.23% among 390,000 | O94782; also: potency is read from the fitted curve at half-maximal effect; % is scaled to controls: 0 for no effect and ±100 for the full control effect; nearly all actives have a fitted effect of over 60% in size; inactives centre near -12
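High-throughput fluorogenic screen: 1nM USP1/UAF1 complex, Ub-Rho substrate 150nM final, 50mM HEPES pH 7.8 with 0.5mM EDTA, 0.1 mg/ml BSA, 1mM TCEP and 0.01% Tween-20.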
RXFP1 ag: activates the human relaxin receptor RXFP1; hit rate 0.3% among 370,000; Potency, µM (doses to about 57.5 µM), without a hit: at the top dose activation, most hits filed as activators; Q9HBX9; HEK293T-RXFP1 cAMP TR-FRET, 30 min; response scale: percent of porcine relaxin response, buffer zero; also: potency is read from the fitted curve at half-maximal effect; % is scaled to controls: 0 for no effect and ±100 for the full control effect; nearly all actives have a fitted effect of over 60% in size; many of its hits are not listed in these tables
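HEK293 cells stably expressing RXFP1, treated 30 min at 37C with compounds plus PDE4 inhibitor Ro 20174; cAMP measured by HTRF TR-FRET. Normalized to buffer and 29 nM porcine relaxin; EC50 by Hill fit.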
* marks the source's active call; other numbers are inactive results; ? = inconclusive; nt = no result given; [ ] = another dose, or the depositor's remark. Unless noted, calls follow the shape of the dose curve; as a rule, active = well fitted curve in the direction sought with a large enough effect; inconclusive = small, poorly fitted or top-dose-only effect, or another doubt; inactive = no such curve, though single readings can be large; an effect the other way counts as inactive or inconclusive.

SMILES	Vif-APOBEC3G blk	Vif-A3F inh	PI4K2A inh	LDHA inh	Glioma ERSR ind	IDH1 R132H inh	TrxR1 substrate	USP1 inh	RXFP1 ag
CN(Cc1ccccc1)C(=O)CCN1C(=O)c2cccc([N+](=O)[O-])c2C1=O	0%	2%	0	1	1%	0%	nt	-30%	nt
COc1cccc(-c2nnc(-c3ccccc3[N+](=O)[O-])o2)c1	-8%	0%	-12	-4	-2%	-1%	-3%[57.1 µM]	-1%	7.8%
COc1cc(NC(=O)c2ccco2)c(OC)cc1NC(=O)CSc1nnc(-c2cccs2)n1C	-14%	-9%	-3	-4	-4%	8%	10%[57.1 µM]	?	-0.3%
COc1ccccc1/C=C/C=N/NC(=O)CCn1nnc2ccccc21	-6%	-3%	-2	-4	-3%	11%	2%	-21%	-0.1%
O=Cc1cccn1-c1c(C(=O)O)cnn1-c1ccccc1	2%	-2%	-5	-1	-2%	0%	-2%[11.4 µM]	-13%	1.2%
COc1ccc(C(O)c2nc(-c3cccs3)cs2)cc1 (configuration not stated)	1%	nt	5	-3	-2%	nt	nt	nt	nt
Cc1ccccc1NC(=S)N(Cc1ccccc1)Cc1cccnc1	0%	-7%	1	-2	-2%	11%	-4%[57.1 µM]	-14%	-0.3%
CC1Cc2ccccc2N1CC(=O)Nc1cc(S(=O)(=O)N2CCOCC2)ccc1Cl (configuration not stated)	-4%	-1%	5	-9	-4%	-3%	nt	?	nt
COc1cc(N/C=C2\CC(=O)NC(C)=C2C#N)cc(OC)c1OC	-7%	-10%	-17	17	-5%	-3%	-3%[57.1 µM]	?	3.9%
CCCNC(=O)C(Cc1cccc(C#N)c1)NC(=O)c1ccc(C#N)cc1 (configuration not stated)	1%	-3%	1	-10	-1%	1%	-5%	8%	-3.0%
Cc1ccc(CNC(=S)NC2CCCCC2)cc1	4%	0%	-2	0	-1%	0%	-2%	-21%	0.9%
Cc1oc2ncn(CC(C)C)c(=O)c2c1C(=O)Nc1cccc(C(F)(F)F)c1	-7%	0%	1	-6	2%	-14%	0%	-18%	0.1%
O=C1N[C@@H](Cc2c[nH]c3ccccc23)COC(=O)[C@@H](Cc2ccc(F)cc2)C/C=C\C[C@H]1CC(=O)N(CCO)Cc1ccccc1	-6%	1%	-2	1	-6%	-5%	6%[57.1 µM]	6%	nt
COc1ccc(-c2nn3c(-c4cc(-c5ccccc5)n[nH]4)nnc3s2)cc1OC	-1%	nt	nt	4	-5%	nt	-4%	nt	nt
NC(=N\N=Cc1ccccc1)/C(N)=N/N=Cc1ccccc1	0%	?	1	-4	3%	8%	8%[57.1 µM]	3%	nt
Cc1ccc(-n2nnc3c(=O)n(Cc4ccccc4C)cnc32)cc1	1%	-7%	-4	-11	-1%	4%	1%[57.1 µM]	-12%	1.5%
Cc1ccc(OCCCCN2CCc3ccccc3C2)c(C)c1	1%	1%	-1	0	2%	1%	1%	-4%	0.1%
Nc1c(NCCCN2CCOCC2)c2ccccc2oc1=O	1%	-12%	6	-6	-4%	4%	-2%	-11%	0.5%
COc1ccc(S(=O)(=O)N2CCCCC2)cc1NC(=O)c1cccc(S(=O)(=O)N2CC(C)OC(C)C2)c1 (configuration not stated)	-4%	2%	-2	0	1%	3%	6%	-17%	nt
CN(C(=O)CCS(=O)(=O)c1ccc2c(c1)oc(=O)n2C)C1CCCCC1	0%	8%	2	-9	-5%	-10%	5%	-9%	-0.5%
O=C1C=C(NCc2ccco2)CCC1	-3%	-1%	-1	-4	-4%	8%	6%	-11%	0.6%
Cc1ccc(-c2cc(C(F)(F)F)n3nc(C(=O)Nc4c(C)n(C)n(-c5ccccc5)c4=O)cc3n2)cc1	1%	3%	11	-3	-2%	1%	-9%	-23%	1.1%
CC(=O)Nc1ccc(S(=O)(=O)NCCC(=O)NC2CCCCCC2)cc1	0%	-26%	-1	-1	-2%	-5%	-15%	4%	-0.5%
CCOC(=O)N1CCN(C(=O)c2ccc(CN(c3ccc(C)c(C)c3)S(C)(=O)=O)cc2)CC1	-1%	nt	-1	2	-3%	2%	-5%	-15%	0.7%
CC(C)N(c1ccccc1)c1ccc(NC(=S)NCCN(C)C)cc1	5%	-3%	0	-7	-5%	-11%	-5%[57.1 µM]	-6%	1.3%

New compounds follow
SMILES	Vif-APOBEC3G blk	Vif-A3F inh	PI4K2A inh	LDHA inh	Glioma ERSR ind	IDH1 R132H inh	TrxR1 substrate	USP1 inh	RXFP1 ag
CCCCOc1ccc(-c2ncc(C(=O)OCC)c(N)n2)cc1	7%	-13%	0	-8	4%	6%	4%	-20%	1.2%
CC1=C(C(=O)NC(C)c2ccc3c(c2)OCCO3)C2(CCC(C)CC2)OC1=O (configuration not stated)	2%	0%	0	-2	-2%	-11%	3%[57.1 µM]	-6%	1.6%
Cc1cc(C)c2c(N)c(C(=O)Nc3nccs3)sc2n1	1%	-5%	-9	1	-14%	6%	135%[activator]	-21%	15%
COc1ccc(-c2nc3c(s2)CCc2onc(-c4ccc(OC)cc4)c2-3)cc1	-21%	-4%	3	-3	-5%	3%	13%[57.1 µM]	-16%	-1.3%
Cn1nnnc1SCCCNCc1cc(Cl)ccc1OCc1ccccc1	2%	0%	-1	-12	-3%	-4%	3%	-22%	-3.9%
Cc1ccc(C)c(Cn2c(=O)n(-c3ccc(Cl)cc3)c(=O)c3c(C)c(C)sc32)c1	2%	-6%	-2	0	-2%	-2%	-3%[2.29 µM]	4%	-3.3%
CCN(CC)C(=O)CSc1nc2ccccc2c(=O)n1-c1ccccc1OC	-5%	-5%	-3	-1	-3%	6%	-12%	5%	-0.3%
Cc1ccc(-c2nn(-c3ccccc3)cc2/C=N/NC(=O)c2ccc(Br)o2)cc1	-8%	-5%	-2	-4	1%	2%	4%[57.1 µM]	-7%	2.5%
O=C(CN(CC1CCCO1)C(=O)CNS(=O)(=O)c1ccc(Cl)cc1)NCC1CCCO1 (configuration not stated)	1%	2%	3	-4	-4%	1%	0%	4%	2.1%
COc1ccc(C=C2SC(=S)N(CCCN3CCOCC3)C2=O)c(OC)c1	-14%	-9%	-4	0	0%	14%	nt	?	nt
Cc1cc(=O)oc2cc(OCC(=O)NC3CCN(Cc4ccccc4)CC3)c(Cl)cc12	8%	-14%	2	-3	-3%	5%	4%	-8%	0.3%
CC(C)(CO)N1CCN(C(=S)Nc2ccccc2)CC1	-2%	6%	-6	-1	-9%	6%	0%[57.1 µM]	-25%	-2.8%
COc1ccc(-n2c(SCC(=O)NCc3ccccc3)nc3c([nH]c4ccccc43)c2=O)cc1	2%	2%	-1	-3	-6%	3%	3%[57.1 µM]	-26%	2.9%
CCOc1cc(/C=N/NC(=O)c2ccc3c(c2)OCCO3)cc(Br)c1O	-9%	-18%	1	0	-2%	4%	-13%	-21%	0.5%
COc1cccc(N(C(=O)c2ccco2)c2nc(-c3sc(NC(=O)c4ccco4)nc3C)cs2)c1	-3%	4%	0	2	0%	?	3%	-21%	-1.9%
O=C(CSc1nc(=O)n(Cc2ccco2)c2c1CCC2)NCc1ccccc1Cl	-4%	3%	-4	-5	0%	-8%	5%[57.1 µM]	-22%	-0.5%
CCCCNc1ccc(C(CC(N)=O)NC(=O)c2ccccc2)cc1[N+](=O)[O-] (configuration not stated)	-11%	2%	-4	-4	0%	-4%	-5%	-12%	-34%[inhibitor]
Cc1nc(-c2c(C(F)(F)F)noc2-c2ccc(O)cc2O)cs1	-5%	-12%	-8	21	-2%	5%	3%	0%	-0.1%
Cc1c(CC(=O)N[C@@H](C)C(=O)O)c(=O)oc2cc3occ(-c4ccccc4)c3cc12	-1%	2%	-5	-22	-4%	-4%	2%	-25%	-0.1%
Cc1cc(C)c2c(n1)nn1c(N3CCN(c4ccccc4)CC3)cc(C)nc21	-1%	-13%	-2	8	0%	6%	17%	-21%	-1.3%
CCCCCCCCCCn1ccc(=N)cc1	-15%	-9%	-2	-5	-5%	1%	-5%[57.1 µM]	-13%	2.5%
CCN(C[C@H]1N[C@@](C)(C(=O)OC)[C@H]2C(=O)N(C)C(=O)[C@@H]12)C(=O)c1ccccc1	0%	-4%	4	1	-2%	0%[38.3 µM]	5%	-19%	nt
CCOc1ccc(C(=O)NCC(=O)OCC(=O)N(C)CC(=O)Nc2ccccc2CC)cc1OCC	-6%	-5%	-3	-2	0%	2%	-1%	6%	nt
CCOC(=O)C1CCN(C(=O)c2ccc3c(c2)OCO3)CC1	2%	1%	1	-1	-2%	7%	3%	3%	1.4%
CCC(C(=O)Nc1cccc(S(=O)(=O)N(C)c2ccccc2)c1)c1ccccc1 (configuration not stated)	1%	-13%	-2	-4	-6%	-2%	-12%	-9%	0.9%
COc1ccc(C(=O)NCc2nnc(SCC(=O)N3CCc4ccccc43)n2Cc2ccccc2)cc1	1%	-1%	-1	-4	-3%	7%	-10%	-9%	-0.1%
Cc1cc(=O)c(C(=O)Nc2cccc(C(=O)NC3CC3)c2)nn1-c1ccccc1	0%	9%	-3	3	-5%	1%	nt	-26%	nt

Look-ups from the results shown:
`O=Cc1cccn1-c1c(C(=O)O)cnn1-c1ccccc1` in PI4K2A inh shows -5
`CC1=C(C(=O)NC(C)c2ccc3c(c2)OCCO3)C2(CCC(C)CC2)OC1=O` (configuration not stated) in TrxR1 substrate shows 3%[57.1 µM]

High-throughput results as filed in PubChem BioAssay.

These rows are one share of the data; rates above refer to the full screens.
